14-3-3g Raf = modulators of 14-3-3 gamma protein binding, primary screen, biochemical, fluorescence polarization; 14-3-3 protein gamma (Homo sapiens), P61981; FP, 14-3-3gamma / TMR-pS259-Raf peptide binding; inhibition, % at 40 µM; actives 0.19% (n = 160,000); AID 422, 2006; in the data active = inhibition above about 30%;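 note: 0% = protein plus tracer without compound and 100% = blank with tracer alone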
Target sequence (P61981 whole entry, looked up): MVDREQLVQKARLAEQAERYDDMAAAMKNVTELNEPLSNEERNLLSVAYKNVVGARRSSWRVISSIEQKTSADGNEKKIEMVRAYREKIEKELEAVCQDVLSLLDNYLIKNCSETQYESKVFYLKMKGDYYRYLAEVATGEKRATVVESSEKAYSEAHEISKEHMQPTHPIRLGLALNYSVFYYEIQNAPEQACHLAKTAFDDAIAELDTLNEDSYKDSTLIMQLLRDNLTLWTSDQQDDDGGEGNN
The depositor's hits bear a star; & = joins results of further samples.

Sample of the layout:
SMILES | 14-3-3g Raf
CCN(CC)CCCNc1ncnc2sc3c(c12)CC(C)CC3 (stereo unspecified) | -4
Cc1ccc(-n2cc(C(=O)N3CCN(c4cccc(Cl)c4)CC3)c3ccccc3c2=O)cc1C | -3

This part in full, from the first entry:
SMILES | 14-3-3g Raf
CCN(CC)CCCNc1ncnc2sc3c(c12)CC(C)CC3 (stereo unspecified) | -4
Cc1ccc(-n2cc(C(=O)N3CCN(c4cccc(Cl)c4)CC3)c3ccccc3c2=O)cc1C | -3
Cc1cccc(/N=C/c2c(O)n(-c3cc(Cl)ccc3N3CCOCC3)c(=O)c3ccccc23)n1 | 2
Cc1nnc(Nc2ccc(F)cc2)c2ccccc12 | -7
Cc1ccc(C(=O)CSc2nnc(Cn3nnc4ccccc43)n2C)cc1 | -6
CCn1cc(NC(=O)Nc2ccc(OC)c(OC)c2)c(C(N)=O)n1 | -5
CC(C)(C)c1nnc(Nc2cccc(Cl)c2)[nH]c1=O | -3
COc1cc2c(C(=O)N(C)c3ccc(Br)cc3)cn(CC(C)C)c(=O)c2cc1OC | 2
Cc1ccc2c(c1)c1ncnc(N3CCC4(CC3)OCCO4)c1n2C | -13
CC(=O)Nc1ccc(N2C(=O)C3C4CC(=O)C(c5ccccc54)C3C2=O)cc1 (stereo unspecified) | 0
O=C(NCC1CCCO1)c1cnn2c(C(F)(F)F)cc(-c3ccccc3)nc12 (stereo unspecified) | -3
N#Cc1ccc(Oc2ccc(N3C(=O)CCC3=O)cc2)cc1 | 3
CC1=Cc2n[nH]c(C)c2C(c2ccccc2)C1 (stereo unspecified) | -4
COc1cc(C(c2c(C)[nH][nH]c2=O)c2c(C)[nH][nH]c2=O)ccc1OCc1ccc(C)cc1 | -14
CCN(C(=O)c1cc2c(=O)oc3ccccc3c2s1)c1ccc(C)c(C)c1 | -3
O=C(O)C(NS(=O)(=O)c1cccc2nsnc12)c1ccccc1 (stereo unspecified) | -8
CCCCCSc1nc2c(c(=O)[nH]1)C(c1ccccc1Cl)C1=C(CC(C)(C)CC1=O)N2 (stereo unspecified) | -13
COC(=O)c1ccc(Oc2c(C(F)(F)F)oc3cc(O)ccc3c2=O)cc1 | -3
CCOc1ccccc1N(CC(=O)NC1CCCCC1)S(C)(=O)=O | -2
Brc1ccc(-c2cn3ccc4ccccc4c3n2)cc1 | -5
COCCN(C(=O)CCCC(=O)Nc1ccccn1)C(C(=O)NC1CCCCC1)c1ccc(C)cc1 (stereo unspecified) | -3
Cc1cccc(-c2cc3nc4c(c(N5CCCC(O)C5)n3n2)CCC4)c1 (stereo unspecified) | -5
O=C(CCN1CCCCC1)Nn1c(=S)[nH]c2ccccc2c1=O | -3
Cc1cccc(Oc2cc(NC(=O)c3cccc(Cl)c3)cc([N+](=O)[O-])c2)c1 | -4
Cc1cc(NC(=O)CSc2nc3c(sc4ccccc43)c(=O)n2Cc2ccc3c(c2)OCO3)n[nH]1 | -8
O=C(c1cccs1)N1CCN(Cc2ccccc2Br)CC1 | -3
CC(=O)NC(=O)c1cc2ccccc2oc1=Nc1cccc(C(F)(F)F)c1 | -4
O=C(c1cccc(F)c1)N1CCN(S(=O)(=O)c2ccccc2)CC1 | -2
CCOc1ccc(NC(=O)C2c3cc(OC)c(OC)cc3C(=O)N(C)C2c2ccccc2F)cc1 (stereo unspecified) | -6
O=C(NCCSc1ccccc1)c1cccnc1 | -1
O=C(CCn1nnc2ccccc2c1=O)N[C@H](C(=O)O)c1ccccc1 | 1
N#Cc1nc(COc2ccccc2Cl)oc1NCc1ccc(F)cc1 | 0
Cc1ccc2c(c1)sc(=NC(=O)c1ccc(S(=O)(=O)N3CCc4ccccc43)cc1)n2C | -14
O=C(Cc1c(C(=O)O)[nH]c2ccccc12)NCc1ccc(F)cc1 | -3
COc1ccc(-c2cc(C(F)(F)F)nc(SCC(=O)Nc3cc(C)on3)n2)cc1 | 1
O=C(Cc1c(C(=O)O)[nH]c2ccc(Cl)cc12)NC1CCCCC1 | 2
CC(=O)N1CCN(c2ccc(Nc3ncnc4c3oc3ccccc34)cc2)CC1 | -7
CC(C)(C)c1cc(C(c2ccccn2)N2CCCC2)cc(C(C)(C)C)c1O (stereo unspecified) | -24
O=C(CCc1ccccc1)Nc1ccc(Cl)cn1 | 3&-5
N#Cc1ccc(NC(=O)Nc2ccc(Cl)cc2)cc1 | -19
O=C(O)C1C2CC3C1C(=O)Oc1ccccc1C1c4sc(=O)[nH]c4SC2C13 (stereo unspecified) | 5
COc1ccc(C2C(C(=O)NC3CCCC(C)C3C)c3ccccc3C(=O)N2c2ccc(OC)cc2)cc1 (stereo unspecified) | 10
O=[N+]([O-])c1ccc(C2CC(c3ccc(Br)cc3)=Nc3ccccc3N2)cc1 (stereo unspecified) | -3
O=C(CCCn1c(=S)[nH]c2cc3c(cc2c1=O)OCO3)NCCN1CCCC1 | -6
COc1ccc(OCC2c3cc(OC)c(OC)cc3CCN2C(=O)Nc2ccccc2)cc1 (stereo unspecified) | -3
CC1CCCCC1NC(=O)C1CCN(c2nc3ccc(Cl)cc3s2)CC1 (stereo unspecified) | -8
O=C(Nc1nccs1)c1cc2sccc2n1Cc1ccc(F)cc1 | -10
COC(=O)c1c(C)oc2ccc(NS(=O)(=O)c3ccc4c5c(cccc35)C(=O)N4)cc12 | -45
O=C1CCCC(=O)N1c1ccc(N2CCN(C(c3ccccc3)c3ccc(Cl)cc3)CC2)c([N+](=O)[O-])c1 (stereo unspecified) | 5
COc1ccccc1-c1cc(C(F)(F)F)nc(N2CCN(c3ccccc3)CC2)n1 | -1
Cc1ccc(S(=O)(=O)NC(C(=O)N2CCOCCOCCOCC2)c2ccccc2)cc1 (stereo unspecified) | -6
O=C(N1CCN(c2ccccn2)CC1)C12CC3CC(CC(C3)C1)C2 | -8
CC(=O)c1cccc(NC(=O)C2CCN(S(=O)(=O)c3ccc(C)cc3)CC2)c1 | 3
Cc1cccc(C)c1OCC(C)N (stereo unspecified) | -3
O=C(C1CCCN1S(=O)(=O)c1cccc2cccnc12)N1CCn2c1nc1ccccc12 (stereo unspecified) | -1
Cc1cc2c3c(c1)c(O)cc(=O)n3C(C)(C)CC2C (stereo unspecified) | -58
Cc1cc2nc(-c3ccc(SCC(=O)N4CCN(C(=O)c5ccco5)CC4)nc3)[nH]c2cc1C | -18
Cc1ccc(N2CCCCn3c2nc2c3c(=O)[nH]c(=O)n2C)cc1 | -4
Cc1sc2ncn(CC(=O)NCCN(C)C)c(=O)c2c1S(=O)(=O)N1CC(C)CC(C)C1 (stereo unspecified) | -7
CCOC(=O)c1c(NC(=O)OC)sc2c1CCC2 | -5
Going on with the list.
SMILES | 14-3-3g Raf
CC1SC2(OC1=O)C1CC3CC(C1)CC2C3 (stereo unspecified) | 6
COc1ccc(-c2nc(-c3ccccn3)no2)cc1OC | -5
COc1ccc(-c2nnc(SCC(=O)N3CCCC3)o2)cc1 | -2
Cc1ccc(NC(=O)c2ccc(OC(=S)N3CCOCC3)cc2)cc1 | -7
CCc1nnc(NC(=O)Nc2ccccc2OC)s1 | -7
O=C(NCCN1CCCCC1)c1ccc2c(c1)OCCO2 | -7
CC(C)CCNC(=O)C1c2ccccc2C(=O)N(C)C1c1cn(C)c2ccccc12 (stereo unspecified) | -7
CCCCN(C)Cc1c(O)ccc2c(=O)c(Oc3ccccc3Br)c(C(F)(F)F)oc12 | 9
O=C(c1ccc(-c2ccc(Br)cc2)o1)N1CCOCC1 | 5
CC(C)COC(=O)c1ccc(N2C(=O)c3cccc([N+](=O)[O-])c3C2=O)cc1 | 4
CCC1Sc2ccccc2N(CC(=O)NCc2ccc(F)cc2)C1=O (stereo unspecified) | -2
CCn1c(SCC(=O)Nc2cccc3ccccc23)nc2c(c1=O)SC(C)C2 (stereo unspecified) | -6
O=c1c2cccnc2[nH]c(=S)n1CCN1CCCC1 | -4
Cc1cc(C(F)(F)F)nn1CC(=O)NCc1ccccc1 | 3&-7
COc1ccccc1-c1nnc(NC(=O)c2ccc(S(=O)(=O)N3CCOCC3)cc2)o1 | -6
CCN1C(=O)N(CC)C2C1N(C(C)=O)C(=O)N2C(C)=O (stereo unspecified) | -3
O=C(NCc1ccco1)c1cc2nc(C3CC3)cc(C(F)(F)F)n2n1 | -15
O=c1[nH]c2ccc(Br)cc2c(-c2ccccc2)c1NS(=O)(=O)c1ccccc1 | -1
COc1ccccc1N1C(=O)c2ccc(S(=O)(=O)c3ccc(C(=O)O)cc3)cc2C1=O | -5
COc1cc(NC(=O)c2onc(C)c2Cl)c(OC)cc1Cl | -5

4 records drawn at random from those above:
SMILES | 14-3-3g Raf
CCN1C(=O)N(CC)C2C1N(C(C)=O)C(=O)N2C(C)=O (stereo unspecified) | -3
COc1cc(NC(=O)c2onc(C)c2Cl)c(OC)cc1Cl | -5
COc1ccccc1N1C(=O)c2ccc(S(=O)(=O)c3ccc(C(=O)O)cc3)cc2C1=O | -5
O=C(c1ccc(-c2ccc(Br)cc2)o1)N1CCOCC1 | 5

Carrying on.
SMILES | 14-3-3g Raf
Cc1cccc(Oc2cc([N+](=O)[O-])cc3c2C(=O)Nc2ccccc2O3)c1 | -83
COC(=O)c1c(NC(=O)C(C)C)sc2c1CCC2 | -9
O=C(Nc1cccc(NC(=O)c2cccnc2Cl)c1)c1ccco1 | -6
COC(=O)c1cc(=O)n(Cc2ccc3c(c2)OCO3)c(=Nc2ccccc2)s1 | 1
O=C(CN1CCN(Cc2ccc(F)cc2)C1=O)NCCc1ccc(Cl)cc1 | -16
CCOC(=O)c1c(C)n(C)c2ccc(O)c(CN3CCN(C)CC3)c12 | -6
COc1ccc(C=Nc2ccc(OC(F)(F)F)cc2)cc1 | 3
COc1cc(-n2c(C)nc3cc(C(=O)NC4CCCC(C)C4C)ccc32)cc(OC)c1OC (stereo unspecified) | -42
O=C(O)CNC(=O)CN1C(=O)c2ccccc2C1=O | -7
NC(=O)c1ccc(NS(=O)(=O)c2ccccc2F)cc1 | -10
COCC(C)n1c(C)cc(C(=O)COC(=O)c2ccc(N3CCCC3=O)cc2)c1C (stereo unspecified) | -11
CCCCCOc1ccc(CSC(=N)N)cc1 | -3
O=C(c1ccc(Br)cc1)N1CCc2ccccc2C1 | -8
CC1CCCCN1C(=O)CSc1nnc(-c2cccnc2)n1C1CCCCC1 (stereo unspecified) | -5
O=C(NCCOc1ccccc1Cl)c1ccc2ccccc2n1 | -5
O=C(Nc1ccc2c(c1)CCC2)c1ccc2c(=O)n(C3CCCCC3)c(=S)[nH]c2c1 | -3
CCOc1ccc(N=C2NC(=O)C(CC(=O)Nc3ccc(Br)cc3)S2)cc1 (stereo unspecified) | 1
O=C(Nc1ccc(-c2nc3ccccc3[nH]2)cc1)c1ccc(C(=O)c2ccccc2)cc1 | -11
Cn1nc(C(=O)N2CCOCC2)c2ccccc2c1=O | -5
CCOC(=O)CSc1nnc(Cn2nnc(-c3ccccc3)n2)n1CC | 7
O=C(Nc1nnc(N=Cc2ccc([N+](=O)[O-])s2)s1)c1ccc(Br)cc1 | -247
Cc1cccn2cc(-c3cccc(NC(=O)c4cc5ccccc5oc4=O)c3)nc12 | -5
Cc1nc2ncnn2c(N2CCC(C(=O)NC3CCCC3)CC2)c1Cc1ccccc1 | -7
O=C1c2ccccc2C(=O)N1c1cccc(-c2csc(=Nc3ccccc3)n2CCO)c1 | 4
CC(=O)Nc1ncc(Cc2ccc(F)cc2)s1 | -5
COC(=O)C1=C(C)NC2=C(C(=O)CCC2)C1c1cc(Br)c(O)c(OC)c1 (stereo unspecified) | -8
O=c1oc(-c2ccccc2[N+](=O)[O-])nc2ccccc12 | -13
COc1ccc(C(C)(C)C)cc1NC(=O)c1ccoc1C | 0
Cc1ccc(-n2ncc3c2ncn2nc(-c4ccco4)nc32)c(C)c1 | -20
COc1ccc(-c2nnc(SC)n2C)cc1 | -4
CC(=O)N1CCc2cc(Br)cc(S(=O)(=O)N3CCN(C(c4ccccc4)c4ccc(Cl)cc4)CC3)c21 (stereo unspecified) | -48
Cc1cccc(NC2=C(N3CCOCC3)C(=O)c3ccccc3C2=O)c1 | -1
COc1ccccc1OCCNC(=O)CSc1ccc(C(F)(F)F)cc1[N+](=O)[O-] | -3
c1ccc(-c2cn(-c3ccccc3)c3ncnc(N4CCCC4)c23)cc1 | -1
CCc1cc(C(=O)Cc2ccc(F)cc2)c(O)cc1O | -7
CN1CCN(c2cc(Nc3ccc(F)cc3)c3c4c(onc24)-c2ccccc2C3=O)CC1 | -274
COc1cccc(NC(=O)CSc2nc3ccccc3c(=O)n2CCN2CCOCC2)c1 | -9
COc1cc(C2NC(=O)NC(O)(C(F)(F)F)C2C(C)=O)cc(OC)c1OC (stereo unspecified) | 10
CC(=O)Nc1nnc(SCc2ccc(F)cc2)s1 | -1
O=C(NCC1CCCCC1)N1c2ccccc2Sc2ccccc21 | -5
CSc1cccc(NC(=O)CS(=O)(=O)c2cccc3nsnc23)c1 | -10
Cc1nc(N(C)c2ccc(C(C)C)cc2)c2c(C)c(C(=O)N3CCN(C)CC3)sc2n1 | 5
Cc1ccc(C2=NN(CC(=O)NCCCN3CCN(C)CC3)C(=O)CC2)cc1 | -4
CCC(=O)NC1=C(C#N)C2(CCCC2)Cc2ccccc21 | -4
CCOc1ccccc1C1C2=C(CC(C)(C)CC2=O)N(CC)C2=C1C(=O)CC(C)(C)C2 | 0
O=C(Cc1ccccc1[N+](=O)[O-])NCc1ccco1 | -9
O=C(Nc1cccc2c1C(=O)c1ccccc1C2=O)c1ccccc1Br | -33

An excerpt of these results, field by field.
CSc1cccc(NC(=O)CS(=O)(=O)c2cccc3nsnc23)c1
  14-3-3g Raf: -10

Cc1nc(N(C)c2ccc(C(C)C)cc2)c2c(C)c(C(=O)N3CCN(C)CC3)sc2n1
  14-3-3g Raf: 5

Cc1ccc(C2=NN(CC(=O)NCCCN3CCN(C)CC3)C(=O)CC2)cc1
  14-3-3g Raf: -4

CCC(=O)NC1=C(C#N)C2(CCCC2)Cc2ccccc21
  14-3-3g Raf: -4

Screening results from PubChem BioAssay.

A portion of the library, so the mix of outcomes need not match the whole.
